MLL CXXC-DNA inh = MLL CXXC-DNA interaction inhibition. AID 2662. MLL-CXXC / FITC-HOXA9 DNA fluorescence polarization. 290,000 compounds, 0.037% hits. Q03164. Potency, µM (top dose mostly 115 µM), for the others: at the top dose activity change, negative = inhibition, usual class: inhibitors; active means well fitted inhibition curve with a large enough effect in the polarisation, with a control signal flat, not every such curve was filed as active; inconclusive means small, poorly fitted or top-dose-only effect, or effect the other way, or a change in a side signal; inactive means no such curve, though single readings can be large or run the other way; the % refers to the polarisation; further: potency means the concentration at half of the fitted maximal effect
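Fluorescence polarization: 7 uM MLL-CXXC (stock) preincubated 5 min with compounds, then 50 nM fluorescein-HOX-A9 DNA (stock) added; 30 min ambient. Buffer 50 mM Tris-HCl pH 7.5, 50 mM NaCl, 1 mM DTT, 0.05% BSA.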
TCR act = activators of T cell receptors; AID 504894; Potency, µM (doses to about 9.22 µM), without a hit: at the highest dose activation of IL-2 secretion, actives largely listed as activators; primary human leukocytes, anti-CD3, IL-2 HTRF, 48 h; 330,000 tested, under 10 active; further: % of control where 0% means no effect
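48 hr co-incubation of compounds, a-CD3 beads and primary human leukocytes; IL-2 quantified homogeneously by HTRF with anti-IL-2 K and d2 conjugates.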
KCNH2 WT inh = inhibitors of human wildtype KCNH2 potassium channel; Q12809; U2OS, BacMam KCNH2, thallium flux FluxOr; stronger effect = lower value; activity change, % at 1.84 µM; 340,000 compounds, 0.37% hits;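 active means maximum activity change below -70%; inconclusive means maximum activity change between -70% and -50%; inactive means maximum activity change above -50%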; further: on the % scale 0 is the no-effect control and ±100 the full control effect
Target sequence (Q12809 whole entry, looked up): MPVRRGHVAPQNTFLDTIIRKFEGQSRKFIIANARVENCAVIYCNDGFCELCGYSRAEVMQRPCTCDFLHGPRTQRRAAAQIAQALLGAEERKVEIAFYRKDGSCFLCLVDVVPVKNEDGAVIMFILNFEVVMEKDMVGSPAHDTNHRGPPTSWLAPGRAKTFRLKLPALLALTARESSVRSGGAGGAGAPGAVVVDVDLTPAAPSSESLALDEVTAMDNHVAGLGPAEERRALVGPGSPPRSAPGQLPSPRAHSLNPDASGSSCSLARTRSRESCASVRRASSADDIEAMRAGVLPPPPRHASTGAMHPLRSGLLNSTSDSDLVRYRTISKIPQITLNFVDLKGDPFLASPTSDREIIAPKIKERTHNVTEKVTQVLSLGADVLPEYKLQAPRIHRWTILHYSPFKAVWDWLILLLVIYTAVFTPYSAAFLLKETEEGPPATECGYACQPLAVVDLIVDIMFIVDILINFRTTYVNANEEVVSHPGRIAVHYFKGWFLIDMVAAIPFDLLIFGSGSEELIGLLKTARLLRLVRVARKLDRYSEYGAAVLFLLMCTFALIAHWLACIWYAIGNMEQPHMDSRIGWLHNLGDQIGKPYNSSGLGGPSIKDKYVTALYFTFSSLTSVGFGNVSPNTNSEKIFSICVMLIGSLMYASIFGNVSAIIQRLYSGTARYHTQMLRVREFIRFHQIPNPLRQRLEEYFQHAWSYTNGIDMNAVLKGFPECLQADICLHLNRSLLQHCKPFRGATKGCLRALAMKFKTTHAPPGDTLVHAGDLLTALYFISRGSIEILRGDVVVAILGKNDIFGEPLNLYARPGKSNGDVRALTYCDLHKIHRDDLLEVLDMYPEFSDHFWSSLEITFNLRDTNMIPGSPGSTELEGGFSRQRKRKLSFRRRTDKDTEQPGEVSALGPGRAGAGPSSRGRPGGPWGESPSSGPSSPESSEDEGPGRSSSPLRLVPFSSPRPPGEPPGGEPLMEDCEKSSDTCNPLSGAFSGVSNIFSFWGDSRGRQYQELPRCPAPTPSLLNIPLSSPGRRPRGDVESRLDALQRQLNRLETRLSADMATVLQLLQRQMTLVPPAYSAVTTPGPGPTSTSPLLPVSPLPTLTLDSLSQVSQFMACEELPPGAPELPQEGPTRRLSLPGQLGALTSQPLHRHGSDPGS
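U2OS cells were transduced with wild-type KCNH2 virus (2.03 x 10^8 / mL) for 4 h at room temperature, then cultured overnight at 37 C. Thallium flux was read with FluxOr dye. Rate constants were normalized to DMSO controls.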
BCR signal inh = inhibitors of chronic active B-cell receptor signaling | ABC-DLBCL IkBa-CBG/CBR reporter, luminescence ratio, 4 h | Potency, µM (highest dose often 46.1 µM), without a hit: top-dose ratio change, negative = lower green/red ratio, usual class: inhibitors | 340,000 compounds, 0.05% hits | AID 493014; active means well fitted inhibition curve with a large enough effect in the signal ratio, with a control signal flat, not every such curve was filed as active; inconclusive means small, poorly fitted or top-dose-only effect, or effect the other way, or a change in a side signal; the % refers to the signal ratio;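 further: potency means the concentration at half of the fitted maximal effect; plate controls were basal doxycycline-induced cells for no effect and cells given 10 µM MG132 for full effect; MG132 reads +100%, hits lower the ratio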
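Compounds up to 46 uM were incubated four hours with TMD8 cells whose green CBG68 luciferase is fused to IkappaBalpha; red CBR luminescence normalised the signal, and concentration-effect curves were fitted to fusion, red and ratio data.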
Tb PFK inh = inhibitors of T. brucei phosphofructokinase; O15648; Potency, µM (doses to about 57.5 µM), without a hit: top-dose activity, negative = inhibition, most hits filed as inhibitors; 330,000 compounds, 0.17% hits; T. brucei PFK, ADP-Glo luminescence;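 further: potency means the concentration at half of the fitted maximal effect; 0% = uninhibited 1x PFK enzyme wells and -100% = no-enzyme wells; nearly all actives have a fitted effect of over 60% in size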
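1.25 nM PFK with 0.5 mM F6P and 0.1 mM ATP in 0.1 M TEA pH 8.0, 5 mM MgCl2, incubated 45 min at room temperature; ADP measured by ADP-Glo luminescence; compounds titrated up to 57 uM.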
GALK inh = inhibitors of human galactokinase. Potency, µM (series often up to 57.5 µM), for the others: at the highest dose activity change, negative = inhibition, usual class: inhibitors. P51570. 270,000 compounds, 0.007% hits. Purified GALK, Kinase-Glo residual ATP luminescence; further: potency means the concentration at half of the fitted maximal effect; on the % scale 0 is the no-effect control and ±100 the full control effect
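Human GALK (5 nM) with 35 uM ATP and 100 uM galactose in 20 mM HEPES pH 8.0, 5 mM MgCl2, 60 mM NaCl, 1 mM DTT, 0.01% BSA. After 1 h at room temperature, leftover ATP was read by Kinase-Glo Plus luminescence.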
TSHR antagonist = blocks TSH signaling through the human TSH receptor; P16473; 330,000 compounds, 0.2% hits; activity change, negative = inhibition, % at 11.5 µM; TSHR-expressing cells, TSH-stimulated cAMP HTRF, 2 h; stronger effect = lower value;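 active means activity change below a set negative limit, meaning inhibition stronger than a set level, cut at about -70% in these data; inconclusive means activity change between two set negative limits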; further: on the % scale 0 is the no-effect control and ±100 the full control effect
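TSHR-expressing cells, 200/well, pre-treated with compound, then stimulated with EC80 TSH (4nM final) for 2 hours at 37 deg C. cAMP measured by competitive HTRF: anti-cAMP cryptate antibody in lysis buffer plus cAMP-d2, read after 30 minutes at room temperature.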
Giardia kill = kills Giardia lamblia. 340,000 compounds, 0.15% hits. activity change, % at 7.66 µM, hits read low. Giardia lamblia trophozoite viability; in the data active means activity change below about -80%; inconclusive means between about -30% and that limit;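 further: parasites exposed to compound for two days anaerobically before the ATP read; on the % scale 0 is the no-effect control and ±100 the full control effect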
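Compounds were tested on trophozoites seeded at 100 cells/well and held 48 hrs at 37 deg C anaerobically. An ATP-based luminescent kit measured the remaining live cells.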
FBPA coupling cs = counter-screen for Giardia aldolase inhibitors: coupling enzyme system; activity change, negative = inhibition, % at 58.2 µM, hits read low; 290,000 compounds, 0.67% hits; AID 2472; coupling enzyme system counterscreen, AmpLite Red fluorescence; in the data active means activity change below about -30%; further: on the % scale 0 is the no-effect control and ±100 the full control effect
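Counterscreen of the coupled detection system alone, without aldolase: glyceraldehyde-3-phosphate coupling enzymes plus AmpLite Red readout. Compounds at 57.5 uM final, 10 min RT preincubation, 20 min RT reaction, fluorescence 525/598 nm.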
A-T KAP1 phos = candidate therapy for ataxia-telangiectasia. Potency, µM (titrated, usually from 57.5 µM), inactives show top-dose activation, most hits filed as activators. AID 485349. […] A-T fibroblasts, KAP-1 phosphorylation AlphaLISA; neocarzinostatin DNA damage 30 min before lysis. 320,000 compounds, 0.19% hits; further: potency means the concentration at half of the fitted maximal effect; % of control where 0% means no effect; nearly all actives have a fitted effect of over 45% in size
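hTERT-immortalized A-T patient fibroblasts ([…]), 500 cells/well in OPTI-MEM, 1% FBS, got compounds for 60 min, then NCS for 30 min at 37C. Lysates were then assayed for phospho-KAP-1 by AlphaLISA (anti-pKAP1 donor, anti-KAP1 acceptor beads), 6 hr at 25C.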
* = called active by the depositor; ? = inconclusive; . = no result given; & = joins results of further samples; [ ] = remark or other dose. Unless noted, the call rests on the fitted dose curve; in most records, active means well fitted curve in the direction sought with a large enough effect; inconclusive means small, poorly fitted or top-dose-only effect, or another doubt; inactive means no such curve, though single readings can be large; an effect the other way counts as inactive or inconclusive.

SMILES	MLL CXXC-DNA inh	TCR act	KCNH2 WT inh	BCR signal inh	Tb PFK inh	GALK inh	TSHR antagonist	Giardia kill	FBPA coupling cs	A-T KAP1 phos
CCC(C)NC(=O)c1ccc(CSc2nc3ccncc3n2Cc2ccc(F)cc2)cc1 (configuration not stated)	2%	2%	10	-3%	?	.	-10	11	5	9%
CC(=O)CCC(=O)NCCc1ccccc1F	6%	2%	-11	4%	9%	-1%	6	-2	1	-3%
O=c1c2nnn(-c3cccc(F)c3)c2ncn1Cc1ccccn1	1%	-2%	0	12%	-3%	1%	-4	5	2	2%
CCOc1ccc(NC(=O)CC2S/C(=N/N=C3CCCCCC3)NC2=O)cc1 (configuration not stated)	2%	9%	51	4%	0%	6%	-12	14	.	-6%
O=C(COC(=O)C1CCN(S(=O)(=O)c2ccccc2C(F)(F)F)CC1)NCc1ccc(F)cc1	-4%	0%[46.1 µM]	3	-1%	0%	1%	37	-18	1	.
COc1ccc2nc(NC(=O)c3cccc(OCc4c(C)noc4C)c3)sc2c1	1%	-32%	19	?	-3%	8%	-29	4	-2	-3%
Cc1ccc(NCc2ccccc2O)cc1C	-5%	-2%	8	-26%	-4%	-2%	-2	-3	-1	-3%
CSc1nc(C)c(C(=O)Nc2ccccc2)c(C)c1C#N	6%	.	2	1%	-2%	0%	8	4	5	0%
CCn1cc(C(=O)OCC(=O)Nc2c(C)n(C)n(-c3ccccc3)c2=O)c(=O)c2ccc(C)nc21	1%	-3%	6	0%	3%	0%	-9	-2	1	-5%
Nc1nc(NCc2ccc(Cl)cc2)nc(NCCO)c1[N+](=O)[O-]	1%	-1%	-3	?	-14%	10%	-5	21	2	0%
CCOC(=O)c1ccccc1OC(=O)CS(=O)c1ccccc1[N+](=O)[O-] (configuration not stated)	10%	.	0	-1%	-2%	1%	5	-4	2	-1%
Cc1cc(OCC(=O)NCCc2ccc(S(N)(=O)=O)cc2)c2c(C)cc(=O)oc2c1	14%	-2%	-1	0%	3%	-2%	-8	1	-1	-9%
CCN(CC)CCN1C(=O)C(=O)/C(=C(/O)c2ccc(C)cc2)C1c1ccncc1 (configuration not stated)	-4%	.	.	1%	4%	-2%	6	.	3	7%
Cc1csc(SCC(=O)Nc2cc(S(=O)(=O)N(C)C)ccc2C)n1	.	4%	2	-6%	3%	.	0	0	.	16%
COc1cc(CCN2C(=O)N[C@@H](CCc3ccccc3)C(C(C)=O)=C2C)cc(OC)c1OC	5%	-3%	-14	-9%	-4%	.	14	?	3&3	-22%

Next part, starting with the last five of the part before.
SMILES	MLL CXXC-DNA inh	TCR act	KCNH2 WT inh	BCR signal inh	Tb PFK inh	GALK inh	TSHR antagonist	Giardia kill	FBPA coupling cs	A-T KAP1 phos
CCOC(=O)c1ccccc1OC(=O)CS(=O)c1ccccc1[N+](=O)[O-] (configuration not stated)	10%	.	0	-1%	-2%	1%	5	-4	2	-1%
Cc1cc(OCC(=O)NCCc2ccc(S(N)(=O)=O)cc2)c2c(C)cc(=O)oc2c1	14%	-2%	-1	0%	3%	-2%	-8	1	-1	-9%
CCN(CC)CCN1C(=O)C(=O)/C(=C(/O)c2ccc(C)cc2)C1c1ccncc1 (configuration not stated)	-4%	.	.	1%	4%	-2%	6	.	3	7%
Cc1csc(SCC(=O)Nc2cc(S(=O)(=O)N(C)C)ccc2C)n1	.	4%	2	-6%	3%	.	0	0	.	16%
COc1cc(CCN2C(=O)N[C@@H](CCc3ccccc3)C(C(C)=O)=C2C)cc(OC)c1OC	5%	-3%	-14	-9%	-4%	.	14	?	3&3	-22%
CCSc1nc(-c2ccccc2)nc2c1CCCC2	2%	-1%	-3	1%	-6%	15%	-7	5	4	3%
CCOC(=O)c1ccc(NC(=O)CSc2nnc(C3CC3)n2CC)cc1	0%	1%[46.1 µM]	-2	-5%	-2%	-4%	-3	-3	-2	0%
CCOC(=O)c1cccnc1SC(CC)C(=O)N1CCOCC1 (configuration not stated)	2%	-9%	-2	0%	0%	-1%	3	7	0	1%
CCc1noc(C)c1C(=O)N1CCN(S(=O)(=O)c2ccccc2C(F)(F)F)CC1	.	3%	2	-1%	-6%	.	3	1	.	0%
Cc1ccc(O)c(C(=O)c2cnc3c(c2)c(C)nn3-c2ccccc2)c1	-1%	10%[46.1 µM]	-1	3%	0%	-3%	-11	9	-2	-4%
COc1ccccc1-c1noc2ncnc(Nc3cccc(C)c3)c12	-1%	-4%	-14	10%	1%	.	-42	-5	-3	20%
COc1ccccc1-c1nc(=S)c(C(C)=O)c(C)[nH]1	0%	6%	1	-7%	-2%	0%	6	-4	3	7%
Oc1ccccc1C(=S)N1CCCCCC1	-2%	-19%	0	?	1%	-3%	6	16	-8	.
Cc1cccc(C)c1NC(=O)CN1CCN(CC(=O)NCC2(N3CCCCC3)CCCCC2)CC1	.	2%	0	-2%	-7%	.	-18	2	.	9%
CCCCCCOc1ccc(N2C(=O)CC(SCCN)C2=O)cc1 (configuration not stated)	11%	0%	-5	?	2%	-2%	-12	14	0	6%
O=C(Nc1ccc(Br)cc1)c1ccc(CSC2=NCCS2)cc1	16%	2%	-5	10%	-2%	1%	-27	16	2	4%
O=c1c2cc(O)c(O)cc2oc2cc(O)c(C3OC(CO)C(O)C(O)C3O)c(O)c12 (configuration not stated)	.	-1%	1	-15%	?	.	0	-24	0	-4%
Cn1c(=O)c(C(=O)CN2CCCc3ccccc32)c(N)n(Cc2ccccc2)c1=O	-3%	0%	8	0%	0%	0%	3	-7	-8	4%
CCOc1ccc(-n2c(Cc3cc(=O)[nH]c(=O)[nH]3)nnc2SC(C)C(=O)OC)cc1 (configuration not stated)	-1%	.	.	3%	-5%	1%	-4	.	0	8%
COC(=O)CSC1=C(C#N)C(c2ccc3c(c2)OCO3)C2=C(CCCC2=O)N1 (configuration not stated)	8%	-3%	-5	16%	0%	-1%	-8	-8	1	3%
CN1CCc2c(c3ccccc3n2Cc2ccccc2)C1	22%	0%&-4%	1&7	-2%	-18%	2%	17	7&12	-1&0&0	-26%
CCc1nnc(NS(=O)(=O)c2ccc(NS(=O)(=O)c3ccc(NC(C)=O)cc3)cc2)s1	7%	.	.	4%	-3%	0%	17	.	11	-6%
COC(=O)c1cc(NC(=O)c2cc(-c3ccc(Cl)cc3)oc2C(F)(F)F)ccc1N1CCOCC1	10%	-22%	1	9%	1%	1%	-4	17	0	-6%
COC(=O)c1ccccc1NC(=O)c1cc(OC)cc(OC)c1	-14%	5%	-5	?	-8%	0%	-7	-29	1	4%
CC(=O)N(CCP(=O)(c1ccccc1)c1ccccc1)Cc1ccco1	8%	-1%	-10	?	0%	7%	5	21	2	29%
NC(=O)COC(=O)c1ccc(-c2ccc(O)cc2)cc1	9%	-6%	3	?	-1%	.	0	?	1	4%
Cc1cccc(NC(=S)N2CCC(c3nc4ccccc4s3)CC2)c1	-9%	3%	-3	8%	-1%	-4%	-13	-7	-1	5%
CCN(CC)C(=O)c1ccc(COc2ccc(Cl)c(C)c2)o1	2%	5%	-9	?	3%	-2%	14	-7	2	17%
O=C(COc1ccccc1)NCC(=O)N/N=C/c1ccc(Br)cc1	54%[activator]	9%	-3	0%	10%	-7%	-38	23	.	9%
CC(C)(C)C(=O)Oc1cc(N)n(S(=O)(=O)c2ccccc2)n1	27%	-5%	3	?	6%	1%	3	0	1	4%
NC(=O)CC(NC(=O)Cc1ccc(Br)cc1)c1ccc(N2CCC(N3CCCC3)CC2)c([N+](=O)[O-])c1 (configuration not stated)	-1%	-5%	-13	-1%	-13%	.	-6	3	9	-6%
CCc1ccccc1OCCCCN1CCCCC1	-3%	.	1	-2%	1%	3%	3	-1	-23	8%
Cc1cc(C)n(-c2cccc(CN3CCC(CO)(Cc4ccccc4)CC3)c2)n1	39%[activator]	0%	41	-13%	-1%	1%	-8	-2	3	-3%

Three entries already listed, arranged by number of heavy atoms, high to low:
SMILES	MLL CXXC-DNA inh	TCR act	KCNH2 WT inh	BCR signal inh	Tb PFK inh	GALK inh	TSHR antagonist	Giardia kill	FBPA coupling cs	A-T KAP1 phos
Cc1cccc(NC(=S)N2CCC(c3nc4ccccc4s3)CC2)c1	-9%	3%	-3	8%	-1%	-4%	-13	-7	-1	5%
CN1CCc2c(c3ccccc3n2Cc2ccccc2)C1	22%	0%&-4%	1&7	-2%	-18%	2%	17	7&12	-1&0&0	-26%
NC(=O)COC(=O)c1ccc(-c2ccc(O)cc2)cc1	9%	-6%	3	?	-1%	.	0	?	1	4%

Compound activity (PubChem BioAssay)
